# Screens: PubChem, several laboratories
# STAT3 inh: inhibitors of IL-6 induced STAT3 signaling. inhibition, % at 5.5 µM. 190,000 tested, 0.89% active. U3A cells, IL-6 STAT3-luciferase reporter, luminescence; host cell line lacks STAT1. AID 862;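 active = inhibition above the mean inhibition across all screened compounds plus 3 SD, cut at about 44% in these data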;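 note: 0% = DMSO only wells and 100% = 100 µM nifuroxazide control wells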
# S1P3 antagonist: blocks the human S1P3 receptor; 170,000 tested, 0.27% active; CHO S1P3 NFAT-BLA reporter, FRET fluorescence, antagonist mode; Q99500; inhibition, % at 4.98 µM; AID 485;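 active = inhibition above the plate cutoff, the mean inhibition of test wells on that plate plus 3 SD, cut at about 28% in these data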;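 note: cells challenged with S1P at its EC80 of 0.8 µM; blue over green emission ratio from cleaved BLA substrate after 4 h stimulation; 0% = S1P-stimulated wells and 100% = unstimulated DMSO-only wells; some compounds past the cut are filed as inactive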
# Target sequence (Q99500 whole entry, looked up): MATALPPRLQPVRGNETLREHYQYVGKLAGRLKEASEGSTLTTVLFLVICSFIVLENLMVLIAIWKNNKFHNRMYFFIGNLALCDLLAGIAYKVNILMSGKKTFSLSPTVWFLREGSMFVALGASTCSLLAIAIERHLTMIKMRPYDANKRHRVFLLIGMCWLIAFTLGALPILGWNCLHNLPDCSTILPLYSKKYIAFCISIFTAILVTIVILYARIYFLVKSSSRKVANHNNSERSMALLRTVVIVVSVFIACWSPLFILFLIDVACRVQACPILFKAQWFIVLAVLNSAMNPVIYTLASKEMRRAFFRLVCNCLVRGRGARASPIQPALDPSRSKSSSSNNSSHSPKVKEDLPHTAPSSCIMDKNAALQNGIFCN
# PPARg SRC2 recr: promotes SRC-2 coactivator recruitment by human PPARgamma; P37231; PPARgamma LBD-SRC-2 recruitment, biochemical; activation, % at 8 µM; 200,000 tested, 0.34% active; AID 1032; in the data active = activation above about 22%;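 note: 0% = vehicle and 100% = reference agonist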
# Target sequence (P37231 whole entry, looked up, the tested form may be a part): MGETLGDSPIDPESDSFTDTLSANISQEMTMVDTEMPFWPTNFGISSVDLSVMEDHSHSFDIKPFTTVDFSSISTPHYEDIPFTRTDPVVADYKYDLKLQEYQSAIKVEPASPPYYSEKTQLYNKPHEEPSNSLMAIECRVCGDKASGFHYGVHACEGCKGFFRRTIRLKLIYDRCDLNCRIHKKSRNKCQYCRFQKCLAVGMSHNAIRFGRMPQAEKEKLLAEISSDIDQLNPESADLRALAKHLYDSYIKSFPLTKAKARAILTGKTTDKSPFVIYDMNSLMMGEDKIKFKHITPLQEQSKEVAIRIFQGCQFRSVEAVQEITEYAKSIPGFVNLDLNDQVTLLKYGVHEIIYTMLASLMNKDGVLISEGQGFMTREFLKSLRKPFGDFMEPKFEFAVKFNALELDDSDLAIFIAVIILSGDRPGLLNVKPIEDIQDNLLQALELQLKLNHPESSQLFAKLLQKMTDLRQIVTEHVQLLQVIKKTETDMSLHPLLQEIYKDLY
# PPARg SRC-1 ag: agonists of human PPARgamma SRC-1 coactivator recruitment | AID 631 | activation, % at 8 µM | PPARgamma-SRC-1 coactivator recruitment biochemical assay | 200,000 tested, 0.41% active; in the data active = activation above about 19%;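 note: 0% = DMSO and 100% = reference agonist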
# STAT3 activator: STAT3 signaling activation; U3A cells, IL-6 STAT3-luciferase reporter, luminescence; 100% = signal with IL-6 EC80 alone; activation (% of control), % at 5.6 µM; 190,000 tested, 0.91% active; AID 871;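 active = activation above the screen-wide mean of compound activation plus 3 SD, cut at about 130% in these data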;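 note: 0% = background luminescence of wells with medium and substrate only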
#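 system = STAT3-luciferase reporter U3A cells | reagent = IL-6 stimulus at 33 ng/mL final | timing = 1 h compound pre-exposure, 6 h IL-6 stimulation, 37 °C | measured by = luminescence | evaluation = % activation versus median of IL-6-stimulated wells | control set = IL-6-only wells as 100% reference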
# STAT1 blocker: reduces IFN-gamma driven STAT1 reporter signal. NIH 3T3 STAT1-luciferase reporter, luminescence. inhibition, % at 5.5 µM. 200,000 tested, 0.35% active. AID 920;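 active = inhibition above a set limit, the mean inhibition across all tested compounds plus 3 SD, cut at about 34% in these data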;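 note: 0% = IFN-gamma with DMSO and 100% = IFN-gamma with 300 µM nifuroxazide; values of inactives mirror those of a sister screen read the other way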
# TR-FRET SRC-2 ct: counter-screen for PPARgamma SRC-2 recruitment agonists: TR-FRET artefact; hits give high values; TR-FRET ratio at 8 µM; 200,000 tested, 0.4% active; in the data active = TR-FRET ratio above about 2000; note: inactives centre near 1500
# RAM inhibit: blocks the yeast RAM network | 190,000 tested, 1.8% active | inhibition, % at 50 µM | S. cerevisiae dse1pr::URA3 reporter, 5-FOA growth OD615, 2 d; analog-sensitive cbk1-as2 kinase mutant strain;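 active = inhibition above a set limit, 3 SD over mean compound inhibition, cut at about 8.4% in these data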;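 note: 0% = DMSO-only wells with no growth and 100% = 10 µM 1-NA-PP1 full growth; inhibition rescues growth on 5-FOA so higher OD means more RAM inhibition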
# TLR4 MyD88 comp: TLR4-MyD88 interaction inhibition in cells. inhibition, % at 8.4 µM. HeLa CL3-4 TLR4/MyD88 BLA complementation, FRET ratio. 200,000 tested, 0.18% active. O00206+Q99836; in the data active = inhibition above about 25%;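 note: 0% = vehicle and 100% = reference inhibitor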
# PPARg SRC-3 ag: agonists of human PPARgamma SRC-3 coactivator recruitment; P37231; biochemical PPARgamma/SRC-3 coactivator recruitment assay; activation, % at 8 µM; 200,000 tested, 0.26% active; in the data active = activation above about 23%;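 note: 0% = DMSO and 100% = reference agonist; some compounds past the cut are filed as inactive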
# ROMK primary: modulators of human ROMK potassium channel | AID 1918 | 130,000 tested, 2% active | Tet-inducible ROMK, thallium flux fluorescence; actives lie on both sides | P48048 | B-score at 10 µM;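 active = signal ratio slope over the read window, or its plate-corrected B-score, at least 3 SD from the plate mean, either direction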;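 note: B-score of the F/F0 ratio slope over 7 to 12 s after thallium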
# Starred values were filed as active, the others as inactive; . = not tested or not shown. The order is random. Share with any hit: about 5.6%.
compound	STAT3 inh	S1P3 antagonist	PPARg SRC2 recr	PPARg SRC-1 ag	STAT3 activator	STAT1 blocker	TR-FRET SRC-2 ct	RAM inhibit	TLR4 MyD88 comp	PPARg SRC-3 ag	ROMK primary
C#CCOCCOCCOCCNc1nc(N2CCN(C(=O)[C@H]([C@@H](C)CC)n3cc(CCCCN)nn3)CC2)nc(N2CCN(C(=O)[C@H](C)n3cc(CCC(=O)O)nn3)CC2)n1	-6	-18	10	8	102	-1	1616	0.8	-1	2	-0.61
Cc1ccc(C)c(-n2ccnc2SCC(=O)O)c1	-2	.	8	6	102	-9	1574	0.6	-11	-4	0.14
Cc1ccc(C(=O)COc2ccccc2C(=O)Nc2ccccc2)cc1	22	.	0	5	86	9	1721	5.0	2	15	1.3
Cc1cc(OCc2nc(-c3cccnc3)no2)c(C)cc1Br	5	18	5	-5	99	3	1488	2.0	9	5	0.72
O=C(Cn1cnc2scc(-c3ccccc3)c2c1=O)N1CCOCC1	-4	-13	-5	-2	104	0	1550	0.3	4	4	.
O=Cc1cn(-c2ccccc2)nc1-c1cc2ccccc2oc1=O	7	.	8	3	99	9	1456	1.5	-3	1	1.4
O=C1c2ccccc2C(=O)N1CCCCN(C(=O)c1cc2ccccc2oc1=O)c1ccc(F)cc1F	0	-22	7	5	101	4	1543	6.6	-15	1	-0.75
Cc1cc(=O)[nH]c(SCC(=O)Nc2ncc(S(=O)(=O)c3ccc([N+](=O)[O-])cc3)s2)n1	-3	-13	3	3	107	-8	1434	2.1	-9	2	0.77
CCn1c2ccccc2c2cc(NC(=O)CNCC3CCCO3)ccc21 (stereo not drawn)	6	-1	7	2	100	0	1706	0.6	4	1	-0.08
O=C(CSc1nnnn1C1CCCC1)NCc1ccccc1	3	.	-4	-4	102	4	1748	-0.7	4	6	.
CN(c1ccc(C(=O)NCCSCc2ccccc2)cc1)S(=O)(=O)c1ccccc1	-2	.	3	2	102	4	1507	6.5	-1	4	-0.81
COc1ccc(S(=O)(=O)N2CCCC(C(=O)Nc3ccc(NC(=O)c4ccccn4)cc3)C2)cc1 (stereo not drawn)	14	27	6	15	90	-28	1682	3.6	8	-4	-0.91
Cc1nn(-c2ccccc2)c2sc(C(=O)c3c(N)n(C)c(=O)n(C)c3=O)cc12	8	20	-1	7	99	-4	1484	4.3	4	2	.
COC(=O)C1C(=O)c2c([nH]c(C(=O)OC3CCCC3C)c2C)CC1C (stereo not drawn)	-24	-126	-7	7	120	-40	1688	2.1	7	3	.
CCOc1ccc(NC(=O)CN(c2ccc(OC)cc2)S(C)(=O)=O)cc1	-13	-8	2	-6	116	-23	1313	5.4	0	-6	.
COc1ccccc1CC(=O)Nc1ccc(OC)c(OC)c1	1	2	-3	1	101	4	1407	2.2	-2	6	.
CCC(C)n1c(=N)c(C#N)cc2c(=O)n3cc(C)ccc3nc21 (stereo not drawn)	2	-9	0	-1	103	3	1639	-0.4	-15	4	-0.4
CCCc1nc2ccccc2c(=O)n1/N=C/c1ccc(O)cc1	18	-11	-6	4	88	-3	1605	0.4	-6	-5	.
COc1ccc(OC)c(NC2c3ccccc3C(=O)N2Cc2ccc3c(c2)OCO3)c1 (stereo not drawn)	-4	21	-5	2	107	4	1547	4.7	-5	-6	.
CC(=O)N(Cc1cc(=O)[nH]c2ccccc12)c1ccccc1	-18	-10	0	3	118	5	1798	0.8	1	-2	.
CCCNc1nc(C)nc2c1cnn2CCc1ccccc1	3	.	-4	-1	96	-7	1447	0.0	-6	-6	-1.2
CC1(C)CC(=O)C(N=Nc2ccc3ncsc3c2)=C(O)C1	-3	.	6	8	106	-2	1712	-0.1	-2	11	-0.73
CC1CN(c2ncc(/C=N/NC(=O)c3ccccc3O)s2)CC(C)O1 (stereo not drawn)	-6	4	-2	2	106	0	1489	3.0	-2	3	0.29
COc1ccc(C2(C(=O)N3CCCC3)CCOCC2)cc1OC	-2	14	12	2	107	5	1624	-0.1	-9	-2	0.85
COc1ccc2cc(C(=O)OC(C)C)sc(=O)c2c1OC	18	-33	7	3	89	-1	1681	1.9	-6	5	.
O=C(N/C(=C\c1ccc([N+](=O)[O-])cc1)C(=O)N1CCCCC1)c1ccccc1Br	-3	-5	6	6	107	5	1529	0.4	-2	4	-1.1
Cc1ccc(N=Nc2c(=O)[nH]n3c(C)cc(C)nc23)cc1	9	.	5	-3	94	0	1427	3.5	5	3	.
COc1cccc(/C=N/NC(=O)C(=O)Nc2ccccc2OC(F)(F)C(F)F)c1O	-3	14	-10	-3	102	-13	1465	3.9	6	-2	.
CC1CCN(C(C)C(=O)Nc2ccccc2-c2ccccc2)CC1 (stereo not drawn)	3	.	6	-5	101	3	1624	0.7	-7	0	.
CCCCN(C)C1CCN(C(=S)Nc2cccc(OC)c2)CC1	7	-7	-5	-6	104	3	1570	1.1	-11	0	-1
CCOC(=O)CC(C(=O)OCC)P(=O)(c1ccccc1)c1ccccc1 (stereo not drawn)	-2	8	3	11	107	-9	1557	1.3	0	1	.
Cc1ccsc1C(=O)OCC(=O)Nc1c(C)n(C)n(-c2ccccc2)c1=O	8	3	-2	1	96	2	1579	-0.1	-5	2	-0.00031
CSc1nsc(N/N=C/c2ccc3c(c2)OCO3)c1C#N	14	-1	9	1	94	-54	1696	8.2	-12	7	-0.21
CCOC(=O)Cc1csc(NC(=S)NC(=O)c2cc(OC)cc(OC)c2)n1	6	-6	0	6	98	2	1493	1.2	-12	-2	-0.26
NC(=O)c1ccccc1NC(=O)CN1CCOCC1	-2	-14	-5	2	105	-1	1372	0.7	5	-11	.
N=C(N)SCc1cn2ccccc2n1	5	-13	10	4	96	9	1675	1.3	-7	0	0.17
CCOc1ccc(S(=O)(=O)n2nnc3ccccc32)cc1C	-8	-2	9	-1	110	3	1486	0.6	4	-1	0.068
C/C(=N\NC(=O)Cc1ccc(F)cc1)c1ccc(F)cc1	12	14	-6	0	92	3	1434	1.2	-20	-2	-0.25
Nc1nc(N2CCN(c3ccc(Cl)cc3)CC2)n[nH]1	12	-10	-5	2	99	-1	1606	1.0	-15	0	-0.45
O=S1(=O)CCC(NC(=S)N2CCOCC2)C1 (stereo not drawn)	-1	8	6	6	101	-5	1427	-0.6	-2	1	0.41
CC1CCCCN1C(=O)CCS(=O)(=O)c1cccc2nonc12 (stereo not drawn)	13	-2	1	1	92	1	1575	1.1	1	3	0.23
COc1cc(/C=C/C(=O)Oc2coc(CSc3ncccn3)cc2=O)cc(OC)c1OC	4	-4	-1	-5	101	-2	1636	2.5	3	2	1.1
COc1ccc(-c2[nH]ncc2CN(C)CCCN2CCOCC2)cc1F	2	-10	3	8	109	5	1580	1.5	-26	-3	-1
CCc1cc(Br)ccc1NC(=O)C1CCCO1 (stereo not drawn)	7	10	9	2	97	0	1489	0.3	-4	16	0.27
O=C(Nc1ccc(Cl)c(Cl)c1)Nc1cc(S(=O)(=O)N2CCOCC2)ccc1N1CCCC1	-16	1	-5	2	111	2	1456	4.7	0	-1	-1.2
Cc1ccc(NCCCCO)cc1C	-1	-25	0	7	103	3	1484	-0.1	-2	0	0.43
COc1ccc(C2CCCN2C(=S)Nc2c(C)cccc2C)cc1OC (stereo not drawn)	7	-19	-1	-2	99	-3	1436	0.5	10	-7	2
COc1ccc(S(=O)(=O)Nc2ccccc2C)cc1	0	.	14	-1	107	0	1536	0.6	4	-20	1.3
Cc1ccc(C(=O)CC(C(=O)O)n2ccc(C)n2)cc1 (stereo not drawn)	6	-36	1	-3	94	-4	1489	-0.3	2	-13	.
Cc1[nH]nc2c1C(c1ccc(O)cc1)C1=C(CC(C)(C)CC1=O)N2 (stereo not drawn)	13	-9	3	11	91	13	1636	1.0	9	-1	-0.35

# The results go on.
compound	STAT3 inh	S1P3 antagonist	PPARg SRC2 recr	PPARg SRC-1 ag	STAT3 activator	STAT1 blocker	TR-FRET SRC-2 ct	RAM inhibit	TLR4 MyD88 comp	PPARg SRC-3 ag	ROMK primary
CN1CCN(S(=O)(=O)c2cccc(C(=O)Nc3sc4c(c3-c3nc5ccccc5[nH]3)CCCC4)c2)CC1	-15	1	6	3	111	2	1735	8.1	-14	7	.
COc1cc(NC(=S)N2CCC(C(N)=O)CC2)c(OC)cc1Cl	6	-23	1	1	101	-4	1457	1.3	16	5	0.063
Cc1cc(OCC(=O)O)c2cccc(C)c2n1	10	16	9	9	93	5	1600	1.3	4	13	0.06
COc1nnc(-c2ccccc2)s1	-7	-23	3	7	104	-3	1706	-0.3	-2	-1	0.037
C/C(CC(=O)Nc1cccc2c1CCCC2)=N\NC(=O)c1cccc2ccccc12	1	8	-2	-3	99	-6	1459	0.6	-3	-4	.
O=C(CSc1ncnc2c1cnn2-c1ccccc1)Nc1ccc2c(c1)OCO2	12	2	-7	-3	93	-2	1512	-0.1	0	-4	.
O=C1c2ccccc2C(=O)N1Cc1cc(-c2ccccc2Cl)no1	-2	.	5	-3	111	7	1500	5.4	-8	-6	.
Cc1ccc(S(=O)(=O)CCC(=O)Nc2cccc([N+](=O)[O-])c2)cc1	0	-4	3	2	102	-8	1383	1.8	2	-2	-0.068
Cc1ccc(C)c(N2CCN(C(=O)c3csc4ccccc34)CC2)c1	-8	1	-2	2	106	-4	1601	1.6	6	1	.
CCN(CC)S(=O)(=O)c1c(OC)cc(C)c(Cl)c1C	7	-22	6	-4	100	1	1562	1.8	1	5	0.19
COc1ccc(NC(=O)c2csc3c2CCCC3)cc1	10	.	3	1	94	-47	1670	6.5	-16	8	.
O=C(N1CCCCC1)N1CCN(S(=O)(=O)c2ccc(Cl)cc2)CC1	6	-2	4	5	100	-2	1619	2.2	-5	-1	-0.07
CCOc1ccc(NC(=S)NNc2ccnc3cc(Cl)ccc23)cc1	24	-7	6	0	85	10	1786	1.6	8	2	1.2
COc1cccc(-n2cc(CNCc3c(C(=O)N(C)C)nc4ccc(Cl)cn34)cn2)c1	12	1	2	2	99	2	1481	0.0	-14	-3	0.022
O=C(Cn1cnc2c(cnn2-c2ccccc2)c1=O)Nc1cc(S(=O)(=O)N2CCOCC2)ccc1Cl	3	-2	11	-2	98	-1	1742	5.8	-9	0	-0.56
O=C(CC1S/C(=N/N=C/c2cccs2)NC1=O)Nc1ccc(Cl)c(Cl)c1 (stereo not drawn)	1	-6	2	9	104	-7	1484	0.5	-13	3	.
COc1cc(-c2nc3ccc4ccccc4c3c3c2CCC3)cc(OC)c1O	2	-9	1	6	96	-3	1509	-0.7	-9	-2	-0.48
